Assay outcomes from PubChem.
T cell modulator: T cell immune modulators affecting CD8 T cell-vesicle binding; 2C CD8+ T cell-vesicle binding, flow cytometry; active compounds read low; calls only at 7 µM; 0.068% of 330,000 active; AID 2052;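 active = response, share of CD8 T cells binding vesicles, and their 90th percentile fluorescence all below set limits, cut at about 80% in these data, passing the limit was not always enough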
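Material: 2C TCR transgenic mouse naive CD8+ T cells, MACS-purified. Also added: QL9-charged Drosophila Ld/ICAM-1/B7-1 vesicles. Timing: binding 1.5 h at 37 °C. Measured by: high-throughput flow cytometry with anti-B7-1 and anti-CD8 staining. Read-out: percent CD8+ FL2 mean versus row control. Controls: Unloaded micro-vesicles (low), QL9 vesicles with 0.7% DMSO (high).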
Myeloid diff 2: compounds promoting myeloid differentiation | ER-HoxA9 myeloid progenitors, lysozyme-GFP differentiation, flow cytometry | calls only at 10 µM | 1% of 360,000 active | AID 624256;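 active = normalized GFP-positive differentiation at or above the plate's own cutoff, the solvent-only control mean plus 3 SD; inconclusive = no clear call, values can overlap the other calls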;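 also: cells exposed to compound for four days before flow analysis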
West Nile antiviral: West Nile virus antiviral activity, cell-based, CPE readout (AID 1621). West Nile virus-infected cells, CPE inhibition; higher % means a stronger effect. 0.02% of 290,000 active. CPE inhibition, % at 10 µM; hits with a dose series show IC50 in µM; in the data active = a potency from the dose series; inconclusive = CPE inhibition mostly from about 3.7% at the one dose, without a potency; inactive = the rest, 99 in 100 with CPE inhibition below about 2.2%; also: strong numbers were not always called active
T cell modulator vesicle-bound %: further read-out of T cell modulator, marked with its call; double positive events, %; measured here: CD8+ vesicle-bound cell fraction;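 binding gate set so that unloaded-vesicle control wells show 10% double positive cells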
Myeloid diff 2 GFP+ MAC1+ %: recorded beside Myeloid diff 2, whose call it bears; GFP+ MAC1+ double positive, %; measured here: differentiation confirmed by MAC1 staining
Active calls of the source: *; i = inactive; ? = inconclusive; . = not tested or not shown.

canonical_smiles	T cell modulator	T cell modulator vesicle-bound %	Myeloid diff 2	Myeloid diff 2 GFP+ MAC1+ %	West Nile antiviral
OCCNCC(O)CN1c2ccccc2Sc2ccccc21 (configuration not stated)	i	52	i	0.6	-1.5%
O=C(Nc1ccncc1)c1ccc(Cl)cc1	i	60	i	0.5	-1.8%
CCOc1cc2ccccc2cc1C(=O)Nc1ccccn1	i	61	i	0.8	-0.7%
Fc1ccc(CN2CCC(Cc3ccccc3)CC2)cc1F	i	57	i	0.4	-1.1%
CC(C)NC(=O)c1onc(CSc2ccncc2)c1C(=O)NC(C)C	i	19	i	2.3	-0.2%
Cc1ccc(NC(=O)CN2CCOCC2)cc1	i	.	i	0.2	-0.6%
CC(C)n1nc(Cc2cccc3ccccc23)c(C#N)c1N	i	22	i	1.2	-1.1%
Cc1ccc(N=Nc2c(N)n[nH]c2N)cc1	i	48	i	0.3	-0.2%
COc1cc(CNc2ccc3[nH]c(=O)[nH]c3c2)cc(Br)c1OCc1ccccc1F	i	22	i	0.7	-0.5%
CC(C)(O)[C@@H]1[C@@H]2C[C@@]3(CC[C@]4(C)C(CCC5[C@@]6(C)CC[C@H](O)C(C)(C)C6CC[C@]54C)[C@@H]13)C(=O)O2 (some centres not stated)	i	27	i	2.5	-0.8%
CC(=O)c1ccc(NC(=O)c2cc(=O)[nH]c3ccccc23)cc1	i	52	i	0.7	-1.8%
COc1ccc(CNC(=O)COc2cc3c(c4oc(=O)cc(C)c24)CCC(C)(C)O3)cc1	i	11	i	1.8	-0.4%
COc1ccccc1NC(=O)CCN1C(=O)c2ccccc2C1=O	i	31	i	1.3	-0.1%
CCOC(=O)C[C@H]1c2cc(F)ccc2S(=O)(=O)N1c1ccccc1	i	28	i	1.7	-0.6%
Cc1oc2cc3oc(=O)c(CCC(=O)N4C[C@H]5C[C@@H](C4)c4cccc(=O)n4C5)c(C)c3cc2c1C	i	37	i	3.7	-0.3%
COc1ccc(C(CNC(=O)C(Cc2ccccc2)NC(N)=O)N(C)C)cc1 (configuration not stated)	i	42	i	0.4	0.1%
Cc1ccc([N+](=O)[O-])c(OCCCN2CCC(Cc3ccccc3)CC2)c1	i	60	i	0.4	-1.5%
CC(=O)O[C@H]1C(=O)[C@]2(C)[C@H]([C@H](OC(=O)c3ccccc3)[C@]3(O)C[C@H](OC(=O)[C@H](O)[C@@H](NC(=O)c4ccccc4)c4ccccc4)C(C)=C1C3(C)C)[C@]1(OC(C)=O)CO[C@@H]1C[C@@H]2O	i	65	?	.	?
Cn1nc(C(=O)Nc2ccc(Br)cc2)cc1C(=O)Nc1ccc(Br)cc1	i	62	i	0.6	0.0%
CCCn1c(C2CCCN2c2nc(C)cs2)nc2cc(Cl)c(Cl)cc21 (configuration not stated)	i	34	i	1.1	-0.1%
CCNc1nc2c(c(=O)n(C)c(=O)n2C)n1CCCc1ccccc1	i	19	i	0.8	-2.9%
Cc1ccccc1C(=O)Nc1ccc(C(=O)O)cc1NC(=O)c1ccccc1C	i	26	i	0.3	-0.3%
Cc1ccc2nc(Nc3ccc(Cl)cc3)c3nncn3c2c1	i	56	i	0.6	0.6%
Cc1cc(C)nc(NC(=O)c2ccc(Br)cc2)n1	i	65	i	0.1	-0.1%

The list goes on; the last 6 above are carried over.
canonical_smiles	T cell modulator	T cell modulator vesicle-bound %	Myeloid diff 2	Myeloid diff 2 GFP+ MAC1+ %	West Nile antiviral
Cn1nc(C(=O)Nc2ccc(Br)cc2)cc1C(=O)Nc1ccc(Br)cc1	i	62	i	0.6	0.0%
CCCn1c(C2CCCN2c2nc(C)cs2)nc2cc(Cl)c(Cl)cc21 (configuration not stated)	i	34	i	1.1	-0.1%
CCNc1nc2c(c(=O)n(C)c(=O)n2C)n1CCCc1ccccc1	i	19	i	0.8	-2.9%
Cc1ccccc1C(=O)Nc1ccc(C(=O)O)cc1NC(=O)c1ccccc1C	i	26	i	0.3	-0.3%
Cc1ccc2nc(Nc3ccc(Cl)cc3)c3nncn3c2c1	i	56	i	0.6	0.6%
Cc1cc(C)nc(NC(=O)c2ccc(Br)cc2)n1	i	65	i	0.1	-0.1%
CCOC(=O)Cn1nc(-c2ccc(F)cc2)cc(Cc2ccccc2)c1=O	i	45	i	0.1	-1.2%
O=C(O)CSCC(=O)N1CCN(c2nc3cc(Cl)ccc3s2)CC1	i	26	i	0.6	0.0%
O=[N+]([O-])c1ccc2c(c1)nc(CO)n2Cc1ccccc1	i	22	i	0.2	-1.0%
COc1ccc(N2CCN(C(=O)CCc3ccccc3OC)CC2)cc1	i	50	i	0.4	-1.0%
O=C(NCCCN1CCOCC1)c1onc(CSc2ccncc2)c1C(=O)NCCCN1CCOCC1	i	48	i	0.8	-0.3%
CC1CCCN(C2(O)C(=O)Nc3c(C(F)(F)F)cccc32)C1 (configuration not stated)	i	47	i	0.7	0.2%
CC1=NN(C(N)=S)C(=O)C1N=Nc1cc(Cl)ccc1Cl (configuration not stated)	i	43	i	0.6	0.1%
O=C(Nc1ccccc1F)c1cc(Cl)sc1Cl	i	12	i	0.6	1.1%
COc1cccc2cc(CC(=O)c3ccc(C)c(C)c3)c(=O)oc12	i	44	i	0.4	-0.5%
CCCCN1C(C(=O)Nc2cc(C)on2)=C(O)c2ccccc2S1(=O)=O	i	47	i	0.5	0.0%
Cc1ccc(C(=O)N[C@H](C(=O)Nc2ccc(F)cc2)C(C)C)cc1	i	34	i	0.8	-1.1%
O=C(O)CN(CCc1ccccc1)S(=O)(=O)c1ccccc1	i	24	i	0.7	0.4%
O=C1C(O)=C(O)C(=O)c2ccccc21	i	46	i	6.4	-0.2%
CCOC(=O)c1cn(Cc2ccc(C)cc2)c2cc(F)ccc2c1=O	i	30	i	0.7	-2.0%
CCCC[C@H]1C2=C3[C@@H](CC(C(=O)OC)=C[C@@H](C(=O)OC)[C@H]3C(C)(C)C2=O)n2c(=O)n(-c3ccccc3)c(=O)n21	i	43	i	1.2	0.1%
Cc1ccccc1-n1nc2c(c1NC(=O)C(C)C)CS(=O)(=O)C2	i	37	i	1.1	0.2%
CC(=O)Nc1c(-c2ccc(Cl)cc2)c(=O)c2ccccc2n1C	i	29	i	0.7	0.1%
O=C1C=C(c2ccccc2)CC(c2ccc(F)cc2)C1 (configuration not stated)	i	33	i	1.2	-1.1%
CCN(CC(=O)Nc1c(F)cccc1F)C(=O)c1ccccc1F	i	52	i	1.0	-0.5%
O=C(O)CCNC(=O)c1ccc(NC(=O)C(c2ccccc2)c2ccccc2)cc1	i	25	i	0.8	0.1%
CC(=O)Nc1ccc(S(=O)(=O)N2CCN(S(=O)(=O)N3CCOCC3)CC2)cc1	i	19	i	0.3	-0.5%
O=S(=O)(c1ccccc1)N(Cc1cccc(F)c1)c1ccccc1	i	52	i	0.5	-1.4%
CNC(=O)c1cc(-c2ccc(Cl)cc2)n(-c2ccccc2)n1	i	33	i	0.7	1.3%
O=C(O)c1ccc(/C=C/c2nc3ccccc3c(=O)[nH]2)cc1	i	59	i	0.9	0.1%
NC(=O)CC(NC(=O)c1ccc(Br)cc1)c1ccc(N2CCCCCC2)c([N+](=O)[O-])c1 (configuration not stated)	i	30	i	5.9	-1.0%
Nn1c(C2CCC2)nc2ccccc2c1=O	i	36	i	0.7	-1.5%
Cc1cc(NC(=O)Nc2ccc(Cl)cc2)n(C(C)(C)C)n1	i	22	i	0.4	-0.5%
Cc1ccc(-c2csc(NC(CO)c3nc4ccccc4n3CCOCCO)n2)cc1 (configuration not stated)	i	21	i	3.8	-0.5%
Cc1ccccc1NC(=O)CCCC(=O)c1ccccc1	i	61	i	0.7	-0.5%
CC(C)(C)Oc1ccccc1Nc1nc(NCCO)nc(N2CCCC2)n1	i	19	i	1.0	0.0%
Cc1coc2c(C)c3oc(=O)c(CCC(=O)NCCN4CCOCC4)c(C)c3cc12	i	38	i	3.1	-1.4%
CCCCc1cc(=O)oc2cc(C)cc(OCC(=O)N3CCC(C(=O)O)(c4ccccc4)CC3)c12	i	16	i	1.7	0.5%
O=C(O)c1ccc(-c2sc(Nc3ccccc3)n[n+]2-c2ccccc2)cc1	i	19	i	2.9	0.1%
Fc1cccc(Cl)c1/C=C/c1cnc2ccccc2n1	i	7	i	0.1	1.3%
O=C(O)C1=C[C@@H](c2ccc(Br)cc2)C[C@@H](OCCCCO)O1	i	30	i	1.9	-0.1%
CC1(c2nnc(-c3cccc(Cl)c3)o2)CC(c2ccccc2)=NO1 (configuration not stated)	i	30	i	1.7	-0.3%
CC(C)[C@H](NC(=O)N1CCn2c1nc1ccccc12)C(=O)N[C@H](C(=O)O)c1ccccc1	i	33	i	1.7	0.6%
CC(=O)C[C@H]1c2ccccc2S(=O)(=O)N1C1CCCCC1	i	14	i	2.7	0.3%
CC(=O)C1=C(C)N(Cc2ccccc2)C(=O)N[C@H]1c1cccc(F)c1	i	19	i	2.0	-0.7%
Oc1ccc(C2=CSC3=NCCN23)cc1O	i	20	i	0.3	0.9%
CCCCCc1ccc(-c2cn(Cc3ccc(C)cc3)nn2)cc1	i	28	i	2.7	-0.7%
CC(=O)COc1cccc2ccc(/C=C/c3ccc(Br)s3)nc12	i	30	i	0.2	-0.3%
COc1ccc(-c2nc(C(=O)NCCCN3CCOCC3)cc3c2[nH]c2ccccc23)cc1OC	i	2	i	2.2	0.1%
COc1ccc(/C=N/NC(=O)c2cccnc2)cc1	i	8	i	1.0	1.0%
CCCc1nnc(NS(=O)(=O)c2ccccc2)s1	i	58	i	0.4	0.7%
O=C(O)c1ccccc1C(=O)NC1=NN(c2ccccc2)CC1	i	17	i	0.4	0.0%
Cc1c(C)n(Cc2ccccc2)c2ncnc(NCCCO)c12	i	54	i	0.7	0.3%
CCc1noc(C)c1C(=O)N1CCCC(N2CCN(c3cccc(Cl)c3)CC2)C1 (configuration not stated)	i	21	i	1.3	-0.6%
N#C/C(=C\c1ccccc1OCC(=O)O)c1nc2ccccc2[nH]1	i	35	i	1.1	0.4%
CCCCn1c(-c2cccc3ccccc23)nc2cc3[nH]c(=O)c(C(C)C)nc3cc21	i	16	i	0.4	0.6%
O=C1CCNCCN1[C@H](CO)Cc1ccccc1	i	24	i	1.1	-0.2%
CC(C)[C@H](NC(=O)[C@@H]1Cc2c([nH]c3ccccc23)C2c3ccccc3C(=O)N21)C(=O)N1CCC[C@@H]1C(=O)O (some centres not stated)	i	36	i	2.2	0.5%
COc1ccc(NC(=O)Nc2c[nH]c(=O)[nH]c2=O)cc1	i	23	i	0.4	1.2%
N#Cc1ccc(CSc2nc(N)cc(N)n2)cc1	i	61	i	0.8	-0.1%
COc1ccc(-n2nc(C(=O)NCC(=O)N3CC(C)CC(C)C3)c3ccccc3c2=O)c(OC)c1 (configuration not stated)	i	20	i	0.3	-0.9%
Cc1ccc(Cn2c(C3CCCN3c3nc(-c4cc(Cl)c(N)c(Cl)c4)cs3)nc3cc(Cl)c(Cl)cc32)cc1 (configuration not stated)	i	39	i	0.2	-0.4%

One compound at a time (already shown).
CC(C)[C@H](NC(=O)[C@@H]1Cc2c([nH]c3ccccc23)C2c3ccccc3C(=O)N21)C(=O)N1CCC[C@@H]1C(=O)O (some centres not stated) across the screens: T cell modulator: i; T cell modulator vesicle-bound %: 36; Myeloid diff 2: i; Myeloid diff 2 GFP+ MAC1+ %: 2.2; West Nile antiviral: 0.5%
COc1ccc(-n2nc(C(=O)NCC(=O)N3CC(C)CC(C)C3)c3ccccc3c2=O)c(OC)c1 (configuration not stated) across the screens: T cell modulator: i; T cell modulator vesicle-bound %: 20; Myeloid diff 2: i; Myeloid diff 2 GFP+ MAC1+ %: 0.3; West Nile antiviral: -0.9%

Only part of the results is shown (hit frequency here may not be typical).
